Pf Dd2 growth – Plasmodium falciparum Dd2 growth inhibition | Potency, µM (top dose mostly 28.9 µM), for inactives: top-dose activity, negative = inhibition, most hits filed as inhibitors | P. falciparum Dd2 growth, SYBR Green, 72 h | 120,000 compounds, 4.3% hits | AID 1347417; active = well fitted inhibition curve with a large enough effect; inconclusive = small, poorly fitted or top-dose-only effect; inactive = no such curve, though single readings can be large or run the other way;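 note: plate controls were DMSO vehicle for no effect and reference drug for full effect; nearly all actives have a fitted effect of over 65% in size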
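Infected erythrocytes (Dd2, 0.3% parasitemia, 2.5% hematocrit final) are added to compound in RPMI-1640/Albumax II medium, grown 72 h at 37C in low oxygen, then lysed with saponin/Triton-X containing SYBR Green and read by fluorescence.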
An asterisk follows results filed as active; & = joins results of further samples; ! = not confirmed by another sample; [ ] = dose if it differs, or a comment. Potency is the fitted concentration of half-maximal effect. The list is partial; rates above refer to the full screens.

`CC(C)OCCCNc1ncnc2c1CN(c1ccc(Cl)cc1)C(=O)CN2C` gave Pf Dd2 growth -20%.
`Cn1c(CNC(=O)c2ccc3nccn3c2)nc2cc(C(F)(F)F)ccc21` gave Pf Dd2 growth -25%.
O=C1[C@@H]2C[C@@H](CN2C(=O)NCc2ccccc2)Oc2ccccc2N1CC1CC1 was read as Pf Dd2 growth inactive.
For COc1ccc(C2Cn3nnc(C(=O)N4CCN(C(=O)c5c(F)cccc5F)CC4)c3CO2)cc1 (stereo unspecified) the results were Pf Dd2 growth inconclusive.
`Cc1ccc2c(c1)NC(c1cccnc1)=NC(c1ccc(F)cc1)=N2` gave Pf Dd2 growth inconclusive.
CNC(=O)[C@@H]1CN(C(=O)c2ccc(Br)cc2F)C[C@H]1CO was read as Pf Dd2 growth 12%.
CCNc1cc(N2CCC(CCC(=O)Nc3ccc(C)cc3C)CC2)ncn1 was read as Pf Dd2 growth inconclusive.
Screening Cc1cccc(OCc2nc(CC(=O)Nc3ccc(C)cc3C)cs2)c1 returned Pf Dd2 growth -12%.
CN(Cc1cccnc1)c1nc2c(c(=O)[nH]1)CCN(Cc1ccc(F)c(F)c1)CC2 was read as Pf Dd2 growth inactive[5.79 µM].
Screening COc1ccc(Nc2cnc3ccc(N4CCOCC4)nn23)cc1 returned Pf Dd2 growth -4%[44.1 µM].
For Cc1ccc(CN2CCc3oc(C)c(C(=O)N4CCC(C(N)=O)CC4)c3C2)cc1 the results were Pf Dd2 growth -20%.
For CC1(C)C(=O)NC(=O)N1CC(=O)N[C@H](Cc1ccccn1)C1CC(O)C1 (stereo partly specified) the results were Pf Dd2 growth -7%.
O=C(c1noc(-c2ccc(F)cc2)n1)N1CCN(c2ccccc2F)CC1 was read as Pf Dd2 growth 11%.
For Cc1nc(-c2c3n(c(=O)n(CC(=O)Nc4cccc(Cl)c4)c2=O)CCCCC3)no1 the results were Pf Dd2 growth -14%.
Cc1ncc2n1C(=O)N(C1CCN(Cc3cccnc3)CC1)C2 was read as Pf Dd2 growth 13%&14%[44.1 µM].
Screening Cc1cc(Cl)ccc1NC1CN(C(=O)OC(C)(C)C)C1 returned Pf Dd2 growth -9%[44.1 µM].
CS(=O)(=O)N1CCC(C2CCN(C(=O)CC3=CCCCC3)C2)CC1 (stereo unspecified) was read as Pf Dd2 growth -27%.
For Cc1nn(CCCNC(=O)C2CCOc3ccccc3C2)c(C)c1Cl (stereo unspecified) the results were Pf Dd2 growth -3%.
For CCN(CC)Cc1cnc2c(C(=O)N3CCCC(COC)C3)cnn2c1 (stereo unspecified) the results were Pf Dd2 growth -8%.
Cc1ccc(C)c(-c2nc(Cn3c(=O)cc(-c4ccccc4)c4c(C)nn(C)c43)c(C)o2)c1 was read as Pf Dd2 growth 43%[activator].
Screening O=C1C[C@@H]2CCN(C3COC3)C[C@@H]2CCN1 returned Pf Dd2 growth 7%[44.1 µM].
CN(CC1CCOCC1)S(=O)(=O)c1cccc(C(F)(F)F)c1 was read as Pf Dd2 growth inactive.
For O=C(c1cscn1)N1CCc2n[nH]c(=O)n2CC1 the results were Pf Dd2 growth 16%.
Screening O=C(Cn1cc(SCc2ccccc2F)c2ccccc21)N1CCCCC1 returned Pf Dd2 growth -18%.
For CCc1nn(CC(=O)N2CCN(c3cccc(C(F)(F)F)c3)CC2)c(=O)c2cccn12 the results were Pf Dd2 growth inconclusive.
For O=C(Nc1cc(F)cc(C(F)(F)F)c1)N1CCCOC(Cn2cccn2)C1 (stereo unspecified) the results were Pf Dd2 growth -5%.
`COCCC1(N(C)C)CCN(C(=O)CC2CCCCC2)CC1` gave Pf Dd2 growth inconclusive.
Cc1c(C(=O)Nc2ccc(F)cc2F)oc2ccc3c(c12)C(=O)CC(C)(C)O3 was read as Pf Dd2 growth 15%.
Screening Cn1ccnc1C(=O)N1CC2CC(C1)[C@H]1CCCC(=O)N1C2 (stereo partly specified) returned Pf Dd2 growth 7%.
`O=S(=O)(N[C@H]1[C@H](O)[C@H](O)C[C@@H]1c1ccccc1)c1ccc(C(F)(F)F)cc1` gave Pf Dd2 growth -26%[44.1 µM].
`COc1ccccc1OCc1cc(C(=O)NCc2cnc(C)cn2)n[nH]1` gave Pf Dd2 growth -10%.
O=C(CN1CC2CC(C1)[C@H]1CCCC(=O)N1C2)N1CCC(Cc2ccccc2)CC1 (stereo partly specified) was read as Pf Dd2 growth inconclusive.
Screening COc1ccc(CNC(=O)[C@H]2O[C@H](CCN3CCN(C)CC3)CC[C@@H]2O)cc1 returned Pf Dd2 growth 2%[44.1 µM].
For O=C(NCCc1ccncc1)C1CC(=O)N(c2n[nH]c3ccccc23)C1 (stereo unspecified) the results were Pf Dd2 growth -18%.
CCOC(=O)c1c(-c2ccc(C)cc2)csc1NC(=O)c1nc(SCC)ncc1Cl was read as Pf Dd2 growth 4%.
`COc1ccc(C(=O)N[C@@H]2CN(c3ncccn3)C[C@H]2CN(C)C)cn1` gave Pf Dd2 growth 10%.
COc1ccc(-n2c(-c3ccc(C)cc3)cc3c2CC(C)(C)CC3=O)cc1Cl was read as Pf Dd2 growth inconclusive.
Screening COc1cccc(-n2cc(CN(C)c3nccc(-c4cccnc4)n3)cn2)c1 returned Pf Dd2 growth inconclusive.
COc1ccc(CC(=O)N[C@H]2C[C@@H](c3nc(-c4ccc(OC(F)(F)F)cc4)no3)N(C)C2)cc1 was read as Pf Dd2 growth inconclusive.
O=C1Nc2ccc(Br)cc2C(=O)N2CCN(C(=O)C3CCNCC3)C[C@H]12 was read as Pf Dd2 growth 1%[44.1 µM].
O=C1CC2(CCN(C(=O)c3ccc(Cl)cc3)CC2)Oc2ccccc21 was read as Pf Dd2 growth -18%.
Screening O=c1[nH]c(C2CCCN(Cc3cccs3)C2)nc2ccc(F)cc12 (stereo unspecified) returned Pf Dd2 growth inconclusive.
Cc1cc(=O)n(CC(=O)NCCc2ccc(Cl)cc2)c(N2CCOCC2)n1 was read as Pf Dd2 growth -11%.
`CCOc1c(Cl)cc(CNc2ccc3[nH]c(=O)[nH]c3c2)cc1OC` gave Pf Dd2 growth 4%.
`O=C(c1cc2ccccc2[nH]1)N1CCC(N2CC(OCC3CC3)C23CCOCC3)CC1` (stereo unspecified) gave Pf Dd2 growth -6%.
CCN(CC)C1CCN(C(=O)c2cc(OC)ccc2OC2CCN(C(=O)C3CC3)CC2)C1 (stereo unspecified) was read as Pf Dd2 growth 2%.
Screening C#C[C@H]1CN2CC[C@H]1C[C@@H]2CNCc1ccc(C(F)(F)F)cc1 returned Pf Dd2 growth inconclusive.
For COc1cccc(CN2CC[C@@](C)(O)[C@H](N3CCCC3)C2)c1OC the results were Pf Dd2 growth inconclusive.
Cc1cccc(N2CCN(CCNC(=O)C3COc4ccccc4C3)CC2)c1C (stereo unspecified) was read as Pf Dd2 growth inconclusive.
Screening Cc1cccc(-c2noc(-c3ccccc3OCC(=O)Nc3ccc([N+](=O)[O-])cc3)n2)c1 returned Pf Dd2 growth 13%.
CC1CCC(NC(=O)C2(C)Cc3ccccc3C(=O)N2Cc2ccc(F)cc2)CC1 (stereo unspecified) was read as Pf Dd2 growth -12%.
COc1ccc(Cn2c(SCc3ccc(C(=O)NC(C)C)cc3)nc3cccnc32)cc1 was read as Pf Dd2 growth inconclusive.
`COc1ccc(-c2nnc(Nc3ccc(OC)c(C(N)=O)c3)c3ccccc23)cc1` gave Pf Dd2 growth inconclusive.
`N#Cc1ccccc1NC(=O)c1cnc(N2CCOCC2)c2ccccc12` gave Pf Dd2 growth -6%.
Screening COc1ccc(C(=O)N2CCC[C@H]2c2nc(-c3ccc(C)cc3)no2)cn1 returned Pf Dd2 growth inactive.
O=[S+]1([O-])NCC2(CCN(Cc3cccc4ccccc34)CC2)Nc2ccccc21 was read as Pf Dd2 growth inactive.
For CN1CC(=O)N(C2CCNCC2)Cc2c(NCCO)ncnc21 the results were Pf Dd2 growth 7%.
Screening O=C(NC1C[C@H]2CC[C@@H](C1)N2C(=O)CCCc1ccccc1)c1ccc(F)cc1 (stereo partly specified) returned Pf Dd2 growth 8.9µM*.
Screening Cn1ccc(NC(=O)c2ccc(-c3ncc4cnc(-c5ccccc5)cn34)cc2)n1 returned Pf Dd2 growth inconclusive.
`COc1ccc(OC2CN(C(=O)c3ccc4c(c3)OCO4)C2)cc1` gave Pf Dd2 growth 17%.

5 structures out of the list, ordered by length of the SMILES, rising:
For CN1CC(=O)N(C2CCNCC2)Cc2c(NCCO)ncnc21 the results were Pf Dd2 growth 7%.
`N#Cc1ccccc1NC(=O)c1cnc(N2CCOCC2)c2ccccc12` gave Pf Dd2 growth -6%.
CC1CCC(NC(=O)C2(C)Cc3ccccc3C(=O)N2Cc2ccc(F)cc2)CC1 (stereo unspecified) was read as Pf Dd2 growth -12%.
COc1ccc(Cn2c(SCc3ccc(C(=O)NC(C)C)cc3)nc3cccnc32)cc1 was read as Pf Dd2 growth inconclusive.
Screening Cc1cccc(-c2noc(-c3ccccc3OCC(=O)Nc3ccc([N+](=O)[O-])cc3)n2)c1 returned Pf Dd2 growth 13%.

Further structures follow.
For Cc1csc2nc(COC(=O)c3cccc(NC(=O)COc4ccc(Cl)cc4)c3)cc(=O)n12 the results were Pf Dd2 growth 92%[activator].
For Cn1c(CNC(=O)CC[C@H]2NC(=O)c3ccccc3NC2=O)nc2ccccc21 the results were Pf Dd2 growth -3%.
Screening O=C1CCCN1Cc1noc(-c2ccccc2)n1 returned Pf Dd2 growth 1%.
For O=C(Cn1nc2n(c1=O)CCCCC2)Nc1ccc(Br)cc1 the results were Pf Dd2 growth 14%.
For O=C(NC1CCN(C(=O)N2CC3CC(C2)[C@H]2CCCC(=O)N2C3)CC1)c1ccsc1 (stereo partly specified) the results were Pf Dd2 growth -14%.
COc1ccc(C(=O)N2CCC3(C2)C(=O)N(CCc2ccccc2)c2ccccc23)cc1 (stereo unspecified) was read as Pf Dd2 growth 8.9µM*!.
Screening COc1ccc(CCc2nc3nccc(-c4ccc(OC)cc4F)n3n2)cc1 returned Pf Dd2 growth inactive.
For Cc1ccc(S(=O)(=O)c2cnc(SCC(=O)Nc3ccccc3C(F)(F)F)[nH]c2=O)cc1C the results were Pf Dd2 growth 8%.
`Cc1nc(-c2ccc(F)cc2)n(CC(=O)Nc2cccc(C#N)c2)c(=O)c1CCO` gave Pf Dd2 growth inconclusive.
Screening CCOc1ccccc1CNC(=O)c1cc(-c2ccc(C)c(C)c2)nc2ccccc12 returned Pf Dd2 growth inconclusive.
`Cc1ncoc1C(=O)N1Cc2ccccc2OC2(CCN(C)CC2)C1` gave Pf Dd2 growth inactive.
`CNC(=O)[C@@H]1CN(C(=O)c2ccc(Cl)cc2OC)C[C@H]1c1nc(C)no1` gave Pf Dd2 growth 9%.
For Cc1cccc(NC(=O)CCn2cnc3ccccc3c2=O)c1 the results were Pf Dd2 growth 21%.
`O=C(Cn1ncn2nc(-c3cccs3)cc2c1=O)NCc1ccc(Cl)cc1` gave Pf Dd2 growth inactive.
CC(C)N1C[C@@H]2OCC(=O)N(Cc3cccnc3)[C@@H]2C1 was read as Pf Dd2 growth -22%[44.1 µM].
O=C(Nc1ccc(Cl)cc1)N1CCC(N2CCCNC2=O)CC1 was read as Pf Dd2 growth -27%.
`CCC(C(=O)N1CCN(c2ccccc2)CC1)n1nc(C)n2c(cc3sccc32)c1=O` (stereo unspecified) gave Pf Dd2 growth -14%.
`COCCNC(=O)c1ccc(CSc2nc3ccncc3n2Cc2ccccc2)cc1` gave Pf Dd2 growth inconclusive.
`CCc1noc(-c2cn(C3CCCN(C(=O)c4ccc(F)c(F)c4)C3)nn2)n1` (stereo unspecified) gave Pf Dd2 growth inactive.
Screening CC(C)(C)OC(=O)N1CCC(c2c(C(=O)Nc3ccc4c(c3)OCO4)cnn2-c2ccc(F)cc2F)CC1 returned Pf Dd2 growth 13µM*.
For COc1cccc(N2CCN(C(=O)C3CCN(c4cnc5nccnc5c4)CC3)CC2)c1 the results were Pf Dd2 growth inconclusive.
For Nc1nc(C2CC(O)C2)cc(N2CCC(O)(Cn3ccnc3)CC2)n1 (stereo unspecified) the results were Pf Dd2 growth -18%.
Screening CCCN1CCC2(Cc3ccccc3CN(C(=O)Cc3ccc(O)cc3)C2)C1 (stereo unspecified) returned Pf Dd2 growth inconclusive.
For CCOc1cccc(CNC(=O)C2CCCN(c3cnc4nc(C)c(C)nc4c3)C2)c1 (stereo unspecified) the results were Pf Dd2 growth inconclusive.
Screening Cc1cc(C)c(NC(=O)C2CCN(c3nnc(C)c4c(C)n(-c5ccccc5)nc34)CC2)c(C)c1 returned Pf Dd2 growth inconclusive.
`CCOC(=O)c1ccc(NC(=O)CCc2nc3cccnc3n2Cc2cccs2)cc1` gave Pf Dd2 growth inconclusive.
`O=C(CN1C(=O)C(c2ccccc2)=NC12CCCCC2)NCc1ccccc1` gave Pf Dd2 growth inactive.
Screening O=C(Nc1ccc(Cl)cc1Cl)c1ccc2cncn2c1 returned Pf Dd2 growth inactive.
For Cc1noc(C)c1C(=O)N1C2CCC1CN(Cc1cccnc1)C2 the results were Pf Dd2 growth -24%.
For CCn1nc(-c2ccccc2SC)nc1N(C)C the results were Pf Dd2 growth 3%.

6 compounds picked at random from those above:
For Cc1noc(C)c1C(=O)N1C2CCC1CN(Cc1cccnc1)C2 the results were Pf Dd2 growth -24%.
`O=C(CN1C(=O)C(c2ccccc2)=NC12CCCCC2)NCc1ccccc1` gave Pf Dd2 growth inactive.
Screening O=C(Nc1ccc(Cl)cc1Cl)c1ccc2cncn2c1 returned Pf Dd2 growth inactive.
Screening Cc1cc(C)c(NC(=O)C2CCN(c3nnc(C)c4c(C)n(-c5ccccc5)nc34)CC2)c(C)c1 returned Pf Dd2 growth inconclusive.
`CCOC(=O)c1ccc(NC(=O)CCc2nc3cccnc3n2Cc2cccs2)cc1` gave Pf Dd2 growth inconclusive.
For CCn1nc(-c2ccccc2SC)nc1N(C)C the results were Pf Dd2 growth 3%.

Assay outcomes (PubChem)
